14-3-3 PPI = 14-3-3 gamma protein interaction modulation; FP, 14-3-3gamma / TMR-pS259-Raf peptide binding; inhibition, % at 40 µM; 160,000 compounds, 0.19% hits; AID 422; in the data active means inhibition above about 30%;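 further: 0% = protein plus tracer without compound and 100% = blank with tracer alone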
Target sequence (P61981 whole entry, looked up): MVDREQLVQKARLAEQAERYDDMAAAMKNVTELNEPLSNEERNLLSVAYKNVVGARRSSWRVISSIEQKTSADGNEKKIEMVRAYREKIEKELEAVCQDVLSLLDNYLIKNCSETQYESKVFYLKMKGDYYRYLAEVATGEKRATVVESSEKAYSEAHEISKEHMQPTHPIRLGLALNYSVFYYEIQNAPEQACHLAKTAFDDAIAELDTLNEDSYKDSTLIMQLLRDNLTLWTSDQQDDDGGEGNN
Starred values were filed as active, the others as inactive; & = joins results of further samples. Only part of the results is shown; count on the stated rates, not on these rows.

14-3-3 PPI,structure
-19,NC(=O)c1c(NC(=O)COc2ccccc2)sc2c1CCC2
-7,COc1ccc(-c2nc(N)n[nH]2)cc1OC
-85,COc1ccc(-n2nc3ccc(NC(=O)c4ccc(-c5cccc([N+](=O)[O-])c5)o4)cc3n2)cc1
-93,CCOC(=O)c1ccc2c(c1)C1C=CCC1C(c1ccc(F)cc1)N2 (configuration not stated)
-10,COc1cccc(Nc2cc(C)nc3c(C)cc(C)cc23)c1
5,Cc1ccc(CS(=O)(=O)Cc2ccc(C(=O)NCCc3ccc(Cl)cc3)o2)cc1
2,CCN(CC)C(=O)CSc1nnc(-c2cc3ccccc3cc2O)n1CC
4&7,CCOc1ccc(OCc2ccc(C(=O)NCC3CCCO3)o2)cc1 (configuration not stated)
2,COC(=O)c1sc2ccccc2c1NC(=O)c1ccc(C#N)cc1
6,CC1CCc2nc(NC(=O)c3ccc(S(=O)(=O)N4CCc5ccccc54)cc3)sc2C1 (configuration not stated)
2,COc1ccc(C2=NN(CC(=O)N3CCN(c4cccc(C)c4)C(C)C3)C(=O)CC2)cc1 (configuration not stated)
-16,COc1ccc(OCC(=O)Nc2ccc(F)cc2)cc1
-11,O=c1n(-c2ccccc2)c(=O)n2n1CCCC2
-13,O=C(CN1C(=O)COc2ccc(S(=O)(=O)N3CCCC3)cc21)NCCc1ccc(Cl)cc1
3,COc1cccc(C(c2sc3nc(C)nn3c2O)N2CCc3ccccc3C2)c1 (configuration not stated)

Pulled by structure from the entries so far, 3 records:
14-3-3 PPI,structure
-11,O=c1n(-c2ccccc2)c(=O)n2n1CCCC2
-10,COc1cccc(Nc2cc(C)nc3c(C)cc(C)cc23)c1
-7,COc1ccc(-c2nc(N)n[nH]2)cc1OC

Other results follow:
14-3-3 PPI,structure
-40,O=C(COc1ccc(Br)cc1)Nc1ccc2oc(-c3cccnc3)nc2c1
2,CCCc1cc(N2CCCC(C(=O)Nc3c(OC)cccc3OC)C2)n2ncnc2n1 (configuration not stated)
-3,CCCCC(=O)Nc1cccc(NC(=O)CC)c1
-8,COc1ccccc1-c1nc2n(n1)C(c1ccc(Cl)cc1)C(C(N)=O)=C(C)N2 (configuration not stated)
-8,Cc1ccc(CNC(=O)c2cc3c(=O)n4cccc(C)c4nc3n(CC3CCCO3)c2=N)cc1 (configuration not stated)
-2,COc1ccc(NC(=O)CSc2nnc3ccccn23)cc1
-2,CS(=O)(=O)CCC(C(=O)N1CCOCC1)N1C(=O)c2cc(Cl)c(Cl)cc2C1=O (configuration not stated)
-2,CC(=O)Nc1ccc2c(c1)C(=O)N(c1ccc(C)cc1)C2=O
-3,CCOC(=O)C1=C(C)OC(N)=C(C#N)C1C1CCCCC1 (configuration not stated)
-7,Cc1ccc(C(=O)Nc2cc(-c3nc4ccccc4s3)ccc2C)cc1
0,COc1ccc(C2C(C(=O)c3cccs3)=C(O)C(=O)N2CCN2CCOCC2)c(OC)c1 (configuration not stated)
-10,COc1ccc(CCNc2oc(-c3ccc(C)cc3)nc2C#N)cc1OC
3,CN(CC(=O)NCc1cccs1)S(=O)(=O)c1cccc2cccnc12
-6,O=C(NCc1ccco1)C1CCN(c2ccc(N3CCOCC3)nn2)CC1
-2,CC1(C)CC(=O)C(C=NCCN2CCN(C(=O)CC3CCCC3)CC2)=C(O)C1
-3,CCOc1ccc(S(=O)(=O)N(C(=O)c2ccccc2)c2ccc3oc4c(c3c2)CCCC4)cc1
-1,Cn1c(=N)n(CC(O)c2cccs2)c2ccccc21 (configuration not stated)
8,Cc1ccc(-c2csc(Nc3ccccc3Cl)n2)cc1
5,Cc1ccc(-c2cc(C(F)(F)F)n3ncc(C(=O)O)c3n2)cc1
-4,O=C(Nc1ccccc1C(F)(F)F)c1ccc(F)c(S(=O)(=O)N2CCN(c3cccc(Cl)c3)CC2)c1
-2,Cc1ccc(S(=O)(=O)N(CC(=O)NCc2ccc(Cl)cc2)Cc2ccccc2)cc1
7,O=S(=O)(c1ccc(Cl)cc1)c1nc(C(c2ccccc2)c2ccccc2)oc1N1CCOCC1
4,O=C(O)c1cccc(Oc2ccc([N+](=O)[O-])cc2C(F)(F)F)c1
5,CCSCCOC(=O)C1=C(C)NC(=O)NC1c1ccc(OC)c(OC)c1 (configuration not stated)
-14,O=S(=O)(c1ccccc1)N(c1cccnc1)S(=O)(=O)c1ccccc1
-5&3,O=C(COc1ccccc1)N1CCN(C(=O)c2cccc(F)c2)CC1
-3,COc1ccc(S(=O)(=O)N2CCN(C(=O)COc3ccc4c(C)cc(=O)oc4c3)CC2)cc1
0,CCCN(CCC)C1CC(=O)N(Cc2ccccc2)C1=O (configuration not stated)
-3,Cc1cccc(O)c1N=Cc1cc(Br)ccc1O
2,Cn1cc(C(=O)O)c(=O)c2cc(S(=O)(=O)N3CCCC3)ccc21
-1,CC(C)CN(CC(C)C)S(=O)(=O)N1CCC(C(=O)NCc2ccc(F)cc2)CC1
-5,O=C(Nc1ccc(C(=O)O)c(O)c1)c1cccc(Cl)c1
-14,Cc1ccc(NC(=O)CN2CCN(CC(=O)Nc3ccc(Cl)cc3)CC2)cc1F
11,COC(=O)c1cc2c(=O)n3cccc(C)c3nc2n(CCCN2CCOCC2)c1=N
-4,CCOc1cccc2c1NC(C)(C)c1sn(-c3ccc(C)cc3)c(=S)c1-2
-9&-7,COCc1cc(C)nc(SCC(=O)c2ccc(O)c(O)c2)c1C#N
-6,Cc1c(NC(=O)c2ccc([N+](=O)[O-])cc2)c(=O)n(-c2ccccc2)n1C
-8&-1,Cc1c(C(=O)OC(C)C)[nH]c2c1C(=O)CCC2
-6,O=C(NCc1ccc(F)cc1)C1CCCN(S(=O)(=O)c2cccc3nonc23)C1 (configuration not stated)
-8,COc1ccccc1NC(=O)c1ccc(COc2ccccc2OC)o1
-5,COc1cc2nc(SCC(=O)Nc3cccc(Cl)c3)n3nc(-c4ccccc4)nc3c2cc1OC
0,CC(c1cccnc1)N(CCN(C)C)C(=O)Nc1ccc(Cl)c(Cl)c1 (configuration not stated)
5,O=C1CN(C(=O)COc2ccccc2)CCN1
3,Cc1ccc(CCNC(=O)c2c[nH]c3ccc(S(=O)(=O)Nc4ccc(C(C)C)cc4)cc3c2=O)cc1
-8,COc1cccc(CN2CCN(Cc3c[nH]c4ccccc34)CC2)c1OC
-7,Cc1sc2ncnc(Oc3ccccc3Br)c2c1C
-4,O=C(NC1CCN(Cc2ccccc2)CC1)C1CCN(c2nnc(-n3cccc3)s2)CC1
2,NC1=NC2(CCCCC2)N=C(Nc2cccc(F)c2)N1
7,O=C(COc1ccc(Cl)cc1)Nc1c2c(nn1-c1ccc([N+](=O)[O-])cc1)CS(=O)(=O)C2
2,COc1cc(NC(=O)C2CCCO2)c(C(=O)O)cc1OC (configuration not stated)
-1,Cc1[nH]c2ccccc2c1C(O)CN1CCN(c2cccc(C(F)(F)F)c2)CC1 (configuration not stated)
2,CCOc1ccc(-c2cc(C(=O)NCCC3=CCCCC3)c3ccccc3n2)cc1
-7,CCn1nnc(-c2ccccc2NC(=O)c2cc(OC)cc(OC)c2)n1
-5,Cc1onc(-c2ccccc2)c1C(=O)NCc1ccccn1
0,O=C(c1cc(-c2ccccc2O)on1)N1CCCC1
-10&1,CNC(=O)c1cccc(N2CCCC2=O)c1
0,CCN(C(=O)CCc1nc(-c2ccc(OC)cc2)no1)c1cc(Cl)ccc1OC
1,Cn1c(=O)c2c(ncn2CC(=O)OCc2ccccc2)n(C)c1=O
7,Fc1cc(F)c(F)c(SCCc2ccncc2)c1F
-4,Cn1c(=O)c2c(ncn2CC(=O)NCc2cccnc2)n(C)c1=O

The listing continues.
14-3-3 PPI,structure
-9,COc1ccc(CCNS(=O)(=O)c2ccccc2)cc1OC
-4,Cc1ccc(NC(=O)c2cc(S(=O)(=O)N3CCc4ccccc4C3)ccc2F)cc1
0,O=C(O)c1[nH]ncc1[N+](=O)[O-]
-3,CCN1CCN(Cc2ccc(NC(=O)Nc3ccccc3)cc2)CC1
8,CC1=C(C(=O)OC2CCCC2)C(c2cccnc2)C2=C(CC(C)(C)CC2=O)N1 (configuration not stated)
-5,CCCCCCOC(=O)NCC(O)c1ccccc1 (configuration not stated)
2,CCc1ccc(NC(=O)c2cc(S(=O)(=O)N3CCOCC3)ccc2F)cc1
-202,CCOC(=O)c1sc2nc(C)n(CC(=O)Nc3ccccc3F)c(=O)c2c1C
-4,CC(C)C(OC(=O)c1ccco1)C(=O)NCc1ccco1 (configuration not stated)
-4,CCOc1ccc(S(=O)(=O)Nc2ccc(Cl)cn2)c(C)c1C
6,Cc1ccc(Cn2nnc3c(=O)n(CC(=O)N4CCCCC4)cnc32)cc1
5,COc1ccc2oc(=O)c(-c3csc(N(C(C)=O)c4cccc(C)c4)n3)cc2c1
-5,O=C(CCCn1c(=S)[nH]c2cc3c(cc2c1=O)OCO3)N1CCN(c2ncccn2)CC1
1,O=S(=O)(NCCc1ccccc1F)c1cccc(S(=O)(=O)N2CCOCC2)c1
-10,Cc1ccc(Cl)cc1N(CC(=O)NCC1CCCO1)S(C)(=O)=O (configuration not stated)
-12&1,CC(=O)c1cccc(NC(=O)CN2C(=O)C3C4C=CC(C4)C3C2=O)c1 (configuration not stated)
-9,COc1cccc(C2C(C(=O)Nc3cccnc3)=C(C)Nc3nnnn32)c1OC (configuration not stated)
-6,CCN(CC)S(=O)(=O)c1ccc(NC(=O)c2cccc(C)c2)cc1
-18,COc1ccc(C)cc1NS(=O)(=O)c1ccc2c(c1)C1C=CCC1C(c1ccccc1[N+](=O)[O-])N2 (configuration not stated)
2,O=C(O)c1ccc(C(=O)c2ccc3c(c2)C(=O)N(Cc2ccco2)C3=O)cc1
6,O=c1oc(-c2cccc(S(=O)(=O)N3CCOCC3)c2)nc2ccccc12
-6,COc1cccc(/C=C2\N=C(SC)SC2=O)c1OC
-89,CCc1ccc(OCc2nc(-c3ccncc3)no2)cc1
3&2,CC(C)Nc1ncnc2c1cnn2-c1ccccc1
3,COc1cc(C2C(C(=O)N3CCCCC3)=C(C)NC3=C2C(=O)CCC3)cc([N+](=O)[O-])c1O (configuration not stated)
7,CCOC(=O)c1ccccc1NS(=O)(=O)c1ccc(OC)cc1
0,O=C1CC(c2ccco2)=Nc2ccccc2N1
4,O=C(NCCC1=CCCCC1)c1ccc(CNC(=O)c2ccc(Br)cc2)cc1
-3,O=C(O)C1C2C=CC3(CN(Cc4cccnc4)C(=O)C13)O2 (configuration not stated)
-9,Cc1ccc(S(=O)(=O)Nc2cccc(-c3cn4cccc(C)c4n3)c2)c(C)c1

Rewritten with bars between the fields: 4 of the compounds above
SMILES | 14-3-3 PPI
CC(=O)c1cccc(NC(=O)CN2C(=O)C3C4C=CC(C4)C3C2=O)c1 (configuration not stated) | -12&1
O=C1CC(c2ccco2)=Nc2ccccc2N1 | 0
CC(C)Nc1ncnc2c1cnn2-c1ccccc1 | 3&2
COc1ccc(C)cc1NS(=O)(=O)c1ccc2c(c1)C1C=CCC1C(c1ccccc1[N+](=O)[O-])N2 (configuration not stated) | -18

Part of the list above in a different format.
COc1cccc(C2C(C(=O)Nc3cccnc3)=C(C)Nc3nnnn32)c1OC (configuration not stated)
  14-3-3 PPI: -9

COc1ccc(C)cc1NS(=O)(=O)c1ccc2c(c1)C1C=CCC1C(c1ccccc1[N+](=O)[O-])N2 (configuration not stated)
  14-3-3 PPI: -18

CCOC(=O)c1ccccc1NS(=O)(=O)c1ccc(OC)cc1
  14-3-3 PPI: 7

Continued:
14-3-3 PPI,structure
-9&-16,CC1=C(C)NC(=S)SC1
2,CCCc1ccccc1OCCNC(C)=O
-11,CCn1c(SCC(=O)N2CCN(c3ccccc3)CC2)nnc1-c1cc2cc(Cl)ccc2o1
3,O=C1CCC(C(=O)O)=NN1
-1,O=C(CCCCCn1c(=S)[nH]c2cc3c(cc2c1=O)OCO3)N1CCN(c2ccc(Cl)cc2)CC1
-5,CSC1=NC2C(N1)N(C)C(=O)N2C (configuration not stated)
-5,CC1=C(C#N)C(=O)N(C)C(C)(C)C1
1,CC(C)(C)OC(=O)C1C(=O)CC(C)(O)C(C(=O)OC(C)(C)C)C1c1ccc([N+](=O)[O-])cc1 (configuration not stated)
1,COc1cc(-c2nnc(SCC(=O)OC3CCCCC3)o2)cc(OC)c1OC
-1,Cc1cc(NC(=O)CCC(=O)N(c2ccccc2)C(C(=O)NC2CCCC2)c2cccs2)no1 (configuration not stated)
5,O=C(Nc1cccc([N+](=O)[O-])c1)c1cc(N2C(=O)c3ccccc3C2=O)ccc1Cl
0,CCCCCOC(=O)c1ccc(N2C(=O)c3ccc(Br)cc3C2=O)cc1
-1,COc1ccc(N(CC(O)Cn2c(C)nc3ccccc32)S(=O)(=O)c2ccccc2)cc1 (configuration not stated)
3,Cc1ccc(-c2c(C(=O)NC(C)C)oc(=O)c3ccccc23)cc1
-6,CCOc1cccc2nc(NC(=O)c3ccc(Oc4ccccc4)cc3)sc12
1,CSCCC(NC(=O)c1ccc(C23CC4CC(CC(C4)C2)C3)cc1)C(=O)O (configuration not stated)
-128,O=C(NCc1ccc(Cl)cc1)c1ccc(CNS(=O)(=O)c2ccccc2)cc1
-21,c1ccc(-c2c(-c3ccc4ccccc4n3)cnc3ccccc23)cc1
-8,COc1ccc(-n2c(C=Cc3cccc(OC)c3OC)nc3ccccc3c2=O)cc1OC
